Screens (PubChem)
CHRM5 PAM – human M5 muscarinic receptor positive allosteric modulators, primary screen, CHO-K1 cells, Fluo-8 calcium fluorescence; CHO-K1 hM5, ACh EC20 PAM; 0% = ACh EC20, 100% = ACh EC100; activation, % at 3 µM; actives 0.3% (n = 360,000); AID 624038, 2012;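 active means activation above the run cutoff, the mean activation of all test compounds plus 3 SD, cut at about 18% in these data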
Target sequence (P08912 whole entry, looked up): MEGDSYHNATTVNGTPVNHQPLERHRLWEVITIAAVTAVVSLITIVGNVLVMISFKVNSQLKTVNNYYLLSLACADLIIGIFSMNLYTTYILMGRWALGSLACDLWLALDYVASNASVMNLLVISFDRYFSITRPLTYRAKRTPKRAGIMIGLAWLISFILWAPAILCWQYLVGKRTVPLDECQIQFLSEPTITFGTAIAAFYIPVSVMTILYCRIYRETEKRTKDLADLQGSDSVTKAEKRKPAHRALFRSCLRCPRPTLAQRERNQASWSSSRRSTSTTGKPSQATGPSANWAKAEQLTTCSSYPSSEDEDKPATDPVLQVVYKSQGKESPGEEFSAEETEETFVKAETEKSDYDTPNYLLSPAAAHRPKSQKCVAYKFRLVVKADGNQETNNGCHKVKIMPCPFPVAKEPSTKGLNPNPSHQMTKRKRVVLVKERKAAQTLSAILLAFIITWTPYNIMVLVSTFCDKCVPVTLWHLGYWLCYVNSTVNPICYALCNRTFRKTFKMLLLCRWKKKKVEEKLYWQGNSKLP
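system = human M5 receptor in CHO-K1 cells | compound = one concentration, 3 µM final (nominal) | schedule = Post-acetylcholine fluorescence recording 140 s | signal = Fluo-8 calcium dye fluorescence, kinetic read | benchmarks = low control EC20 acetylcholine (0%), high control EC100 acetylcholine (100%) | repeats = singlicate, one well per test compound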
M5 antag – human M5 muscarinic receptor antagonists, primary screen, CHO cells, Fluo-8 calcium fluorescence; Muscarinic acetylcholine receptor M5 (Homo sapiens), P08912; CHO-hM5 cells, ACh EC80; inhibition, % at 3 µM; actives 0.59% (n = 360,000);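 active means inhibition above a per-plate cutoff, the mean of that plate's test compounds plus 3 SD, cut at about 27% in these data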;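 further: 0% = acetylcholine EC80 with DMSO and 100% = DMSO without agonist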
M5 ag – human M5 muscarinic receptor agonists, primary screen, CHO-K1 cells, Fluo-8 calcium fluorescence; activation, % at 3 µM; CHO-K1 hM5 cells; 0% DMSO wells, 100% maximal acetylcholine response; Muscarinic acetylcholine receptor M5 (Homo sapiens), P08912; actives 0.19% (n = 360,000);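 active means activation above the run's mean over test compounds plus 3 SD, cut at about 23% in these data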;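 further: signal is peak over basal fluorescence ratio across the kinetic read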
CRFBP-R2 agonist – agonists of CRF-BP/CRF-R2 complex, primary screen, cell-based, HEK293, calcium dye fluorescence, uHTS; CRF-binding protein / CRF receptor 2 complex (human); calcium dye fluorescence (FLIPR); percent of saturating CRF peptide response; activation, % at 13.2 µM; actives 0.46% (n = 350,000); AID 588473, 2011;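 active means activation of at least 50%, plus an integration ratio under a set limit after plate pattern correction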;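 further: plate controls were neutral control wells without compound for no effect and CRF at EC100 for full effect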
M1 PAM – human M1 muscarinic receptor positive allosteric modulators, primary screen, CHO-K1 cells, Fluo-8 calcium fluorescence, 1536-well; actives 0.088% (n = 360,000); activation, % at 3 µM; CHO-K1 hM1, ACh EC20; 0% = ACh EC20, 100% = maximal ACh; Muscarinic acetylcholine receptor M1 (Homo sapiens), P11229; AID 588819, 2011; in the data active means activation above about 19%, passing the limit was not always enough
CRFR2-BP antag – antagonists of CRF-BP/CRF-R2 complex, primary screen, cell-based, HEK293, calcium dye fluorescence, uHTS | inhibition, % at 11.8 µM | CRF-induced calcium fluorescence | actives 0.59% (n = 350,000);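 active means inhibition of the ligand-induced calcium signal above about 50% at the single tested concentration, limit read from the data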
M4 PAM – human M4 muscarinic receptor positive allosteric modulators, primary screen, CHO-K1 cells, Fluo-8 calcium fluorescence. activation, % at 3 µM. CHO-K1 hM4/Gqi5, ACh EC20; 0% = ACh EC20, 100% = maximal ACh. actives 0.4% (n = 360,000). Muscarinic acetylcholine receptor M4 (Homo sapiens), P08173;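 active means activation above its plate's cutoff, the mean activation of sample wells plus 3 SD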; further: some results filed as inactive read as strong as hits
Target sequence (P08173 whole entry, looked up): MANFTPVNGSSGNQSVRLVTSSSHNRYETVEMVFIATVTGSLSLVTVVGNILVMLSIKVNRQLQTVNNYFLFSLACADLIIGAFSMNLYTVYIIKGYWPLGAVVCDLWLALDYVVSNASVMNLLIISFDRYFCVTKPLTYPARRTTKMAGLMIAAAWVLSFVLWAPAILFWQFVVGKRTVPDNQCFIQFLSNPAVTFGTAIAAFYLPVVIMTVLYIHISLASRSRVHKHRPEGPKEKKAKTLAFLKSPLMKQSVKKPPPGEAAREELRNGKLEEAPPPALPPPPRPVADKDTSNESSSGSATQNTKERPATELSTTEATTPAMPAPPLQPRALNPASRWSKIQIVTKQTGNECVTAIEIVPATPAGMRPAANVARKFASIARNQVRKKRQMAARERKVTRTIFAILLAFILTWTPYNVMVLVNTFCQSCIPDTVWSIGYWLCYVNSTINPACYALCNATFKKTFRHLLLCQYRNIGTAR
M4 antag – human M4 muscarinic receptor antagonists, primary screen, CHO cells, Fluo-8 calcium fluorescence | Muscarinic acetylcholine receptor M4 (Homo sapiens), P08173 | CHO-hM4 cells, ACh EC80 | inhibition, % at 3 µM | actives 0.73% (n = 360,000);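 active means inhibition above its plate's cutoff, the mean inhibition of sample wells plus 3 SD, cut at about 27% in these data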;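 further: 0% = acetylcholine EC80 with DMSO and 100% = DMSO without agonist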
M4 ag – human M4 muscarinic receptor agonists, primary screen, CHO-K1 cells, Fluo-8 calcium fluorescence; Muscarinic acetylcholine receptor M4 (Homo sapiens), P08173; CHO-K1 hM4/Gqi5; vehicle 0%, full acetylcholine response 100%; activation, % at 3 µM; actives 0.14% (n = 360,000);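 active means activation above the run mean over all test wells plus 3 SD, cut at about 32% in these data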;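 further: peak over basal fluorescence ratio per well then scaled between controls; 0% = DMSO wells and 100% = acetylcholine at EC100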
* hit, by the source's call; / = not tested or not shown.

SMILES | CHRM5 PAM | M5 antag | M5 ag | CRFBP-R2 agonist | M1 PAM | CRFR2-BP antag | M4 PAM | M4 antag | M4 ag
Cc1nc(NC(=O)c2c(-c3ccccc3Cl)noc2C)sc1C | 0 | -6 | -3 | 0.0 | -2 | 14 | -2 | -1 | 3
Cc1cc(C)cc(-n2c(C)c3c(C)nnc(C)c3c2C)c1 | 3 | 0 | -4 | -0.1 | -2 | 8 | 1 | -3 | 1
CC(=O)c1cccc(NC(=O)CC2S/C(=N/N=C3CCCCCC3)NC2=O)c1 (stereo not given) | -2 | 12 | -1 | -1.5 | 6 | -7 | -5 | 3 | 0
CCOC(=O)C1=C(C)OC(N)=C(C#N)C1c1cc(F)ccc1F (stereo not given) | -7 | 8 | -3 | 1.1 | 7 | 5 | -2 | 30* | 1
CCN(CC)c1nc(C)nc2c1cnn2CCc1ccccc1 | 0 | -1 | -5 | -0.8 | 3 | 13 | 7 | -4 | 0
CCN(CC(=O)NCc1cccs1)C(=O)c1ccc(-c2ccccc2F)o1 | -5 | 8 | -2 | -5.2 | 2 | 7 | -2 | -1 | 6
COC(=O)c1cccc(NC(=O)CCc2ccccc2)c1 | 3 | 1 | -1 | -1.1 | 10 | 4 | -4 | -2 | 2
O=C(COc1ccc(Cl)cc1Cl)NCCSc1ccc(Cl)cc1 | 2 | 2 | -4 | -1.4 | -3 | 24 | 5 | -12 | 1
CN(C)c1ccc(C(CNC(=O)c2ccc(F)cc2)c2c[nH]c3ccccc23)cc1 (stereo not given) | -9 | 0 | -5 | -0.6 | 6 | -24 | 4 | -4 | 1
CC(C)C(=O)Nc1ccc2nn(-c3ccc(F)cc3)nc2c1 | -5 | 12 | 2 | -1.0 | -2 | 1 | 0 | 6 | 4
CCN(c1nc(N)c(C(=O)N=C(N)N)nc1Cl)C(C)C | 0 | 0 | -1 | -1.1 | 2 | -13 | 0 | 0 | 0
O=C(CSCC(=O)N1CCN(c2ccccc2)CC1)Nc1nc(-c2ccc(Cl)s2)cs1 | -2 | -2 | 3 | -3.1 | 2 | -3 | 4 | -7 | 5
O=C(OCc1nc2ccsc2c(=O)[nH]1)c1ccccc1 | -3 | 5 | -1 | -0.4 | -4 | -11 | -8 | 3 | 0
O=C(CN1CCN(C/C=C/c2ccccc2)CC1)Nc1cc([N+](=O)[O-])ccc1Cl | -6 | 6 | -5 | -0.1 | -2 | -28 | 1 | -3 | 1
CCOC(=O)Cc1csc(NC(NC(=O)CC)(C(F)(F)F)C(F)(F)F)n1 | -5 | 7 | -2 | -0.9 | 8 | 21 | -3 | 8 | 1
CCOC(=O)C(C)NC(=O)C(NC(=O)C1CCC(CC)CC1)C(C)C (stereo not given) | 3 | -2 | -7 | -0.4 | 1 | 45 | -6 | -1 | 1
Cc1ccc(-c2nnc(SCC(=O)NC3CC3)n2N)cc1 | 4 | -10 | 2 | -2.5 | -1 | -2 | 2 | -9 | 0
COc1ccccc1N(CC(O)COc1ccccc1)S(=O)(=O)c1ccccc1 (stereo not given) | -2 | -4 | -2 | 1.1 | 2 | -7 | -6 | 5 | 0
CN1CCN(/N=C/c2ccc(N(C)c3ccccc3)cc2)CC1 | -2 | 5 | -3 | 0.8 | 5 | -4 | 17 | -11 | 3
CC(=O)c1c(C)[nH]c(C(=O)Nc2ccc(C)c(S(=O)(=O)N(C)C)c2)c1C | -4 | 9 | 5 | -0.3 | 0 | -4 | 6 | -7 | 3
O=C(C1COc2ccccc2O1)N1CCN(Cc2ccc3c(c2)OCO3)CC1 (stereo not given) | -9 | -1 | -2 | -7.2 | 2 | 11 | -5 | -2 | 4
CCn1c(COc2ccc(C)cc2)nnc1SCC(=O)Nc1ccc(S(N)(=O)=O)cc1 | 0 | 0 | -4 | -1.1 | 1 | 0 | 5 | -11 | 0
Cc1ccc(S(=O)(=O)N2CCC(N3CCC(C)CC3)CC2)cc1 | -2 | 6 | -7 | -8.6 | 6 | 8 | 4 | 2 | 0
Cc1ccc(S(=O)(=O)NC(=O)C2(C)CCN2C(=O)C2CC2)cc1 (stereo not given) | 0 | -7 | 0 | / | 2 | / | 3 | -14 | 0
O=C(CSc1nnc(COc2ccc(F)cc2)o1)N1CCCCC1 | 0 | 12 | -2 | -0.4 | 11 | 8 | 2 | -18 | 3

Some of the entries above, reformatted:
Molecule	CHRM5 PAM	M5 antag	M5 ag	CRFBP-R2 agonist	M1 PAM	CRFR2-BP antag	M4 PAM	M4 antag	M4 ag
CCN(CC)c1nc(C)nc2c1cnn2CCc1ccccc1	0	-1	-5	-0.8	3	13	7	-4	0
Cc1ccc(S(=O)(=O)NC(=O)C2(C)CCN2C(=O)C2CC2)cc1 (stereo not given)	0	-7	0	/	2	/	3	-14	0
CC(=O)c1cccc(NC(=O)CC2S/C(=N/N=C3CCCCCC3)NC2=O)c1 (stereo not given)	-2	12	-1	-1.5	6	-7	-5	3	0
Cc1ccc(-c2nnc(SCC(=O)NC3CC3)n2N)cc1	4	-10	2	-2.5	-1	-2	2	-9	0

Additional records
SMILES | CHRM5 PAM | M5 antag | M5 ag | CRFBP-R2 agonist | M1 PAM | CRFR2-BP antag | M4 PAM | M4 antag | M4 ag
N#Cc1c(NC(=O)CSc2ncnc3sccc23)oc(-c2ccco2)c1-c1ccco1 | 3 | 17 | -4 | 1.3 | 0 | -10 | 0 | -9 | 2
COCCOc1cc2ncnc(N3CCC(C(=O)O)CC3)c2cc1OCCOC | -5 | 13 | -2 | -0.6 | 6 | -10 | 8 | -4 | 1
O=C(Cc1cccc(NC(=O)C2CCN(C(=O)c3ccccc3)CC2)c1)Nc1cccc(C(=O)N2CCCC2)c1 | 6 | 2 | 0 | -2.7 | 8 | 8 | 5 | 11 | -2
CN1CCN(C(=O)c2cc3sccc3n2CC(=O)c2ccccc2)CC1 | 0 | 8 | -2 | 0.6 | 4 | 3 | 2 | 3 | 2
CC(=O)c1ccc2ccccc2c1OC(=O)c1ccncc1 | -1 | 0 | -1 | -1.7 | 7 | 11 | 5 | -13 | 1
Cc1ccc(-c2nc(CN(C)C(C3CC3)C3CC3)c(C)o2)cc1 | -2 | -5 | -4 | 4.7 | 4 | -8 | 0 | -6 | 1
Cc1ccc(CC(=O)N2CCN(C(=O)C3CCCO3)CC2)cc1 (stereo not given) | -7 | 27 | -4 | -0.5 | 0 | 6 | 4 | 4 | 0
O=C(NCC1CCCO1)c1onc(CSc2ccc(F)cc2)c1C(=O)O (stereo not given) | -2 | 1 | 8 | -0.6 | 2 | 13 | 5 | -3 | 0
COc1ccccc1Oc1c(C)oc2cc(OC(=O)c3ccco3)ccc2c1=O | 5 | -11 | -4 | 1.2 | 12 | 21 | -4 | -1 | -1
CN(CC(=O)Nc1ccccc1Cl)C(=O)COC(=O)CSc1ccc(Cl)cc1 | -1 | -4 | 4 | -0.7 | 23 | -1 | 18 | -6 | 5
COC(=O)c1c(C)oc2ccc(N(C(=O)c3ccncc3)S(=O)(=O)c3ccc(C)cc3C)cc12 | -13 | 21 | 0 | 4.2 | -10 | -17 | -11 | -2 | 4
CCCCNC(=O)COC(=O)c1ccccc1F | -6 | 17 | -1 | 0.1 | 0 | 3 | 0 | 7 | 0
O=c1c2[nH]c3ccc(Cl)cc3c2ncn1CCN1CCCCC1 | 4 | -2 | -3 | -1.7 | 1 | 0 | 2 | 3 | 0
O=C(COC(=O)C1CCCN1C(=O)c1cccs1)Nc1ccc2c(c1)OCO2 (stereo not given) | -4 | 2 | 0 | 1.2 | 1 | 2 | 1 | 6 | 2
COc1ccc(C(=O)Nc2ccc(Cc3ccncc3)cc2)cc1Br | 11 | -13 | -3 | 0.3 | 0 | -1 | -3 | -14 | 7
CN(C)C(=O)CSc1nc2cc(S(=O)(=O)N3CCOCC3)ccc2o1 | 13 | 1 | 0 | -0.7 | 1 | 0 | 2 | 2 | 1
Cc1cccc(NC(=S)N2CCCC(c3nc4ccccc4[nH]3)C2)c1 (stereo not given) | 2 | 10 | -10 | -3.4 | 10 | -2 | 3 | -6 | 1
Clc1ccc(Cn2ccc3ccccc32)cn1 | 6 | -5 | -5 | -1.5 | 16 | 11 | 0 | -10 | -1
COc1cccc(NC(=O)COc2ccc(Br)c(C)c2)c1 | -5 | -3 | 0 | 0.7 | 0 | 5 | -7 | 3 | 1
Cc1cccc(NC(=O)CSc2nc(C)c(CC(=O)c3ccc(Br)cc3)c(C)c2C#N)c1C | 4 | -7 | 1 | 1.8 | 14 | 18 | 13 | 7 | 0
O=C(Cc1cccc2ccccc12)NNC(=O)Nc1cccc(Cl)c1 | -11 | 0 | -8 | 0.1 | 0 | -10 | -1 | -6 | 3
CCCNC(=O)c1cc(OC)c(OC)cc1[N+](=O)[O-] | 5 | -3 | 2 | -0.7 | 1 | -23 | 12 | 8 | 2
COCCn1c(SCC(=O)N2CCCC2)nnc1C(C)C | -28 | 7 | -4 | 0.0 | -6 | -19 | -7 | 6 | 6
Cc1cc(C)cc(Oc2ccc(-c3nnc(-c4ccccc4)o3)cc2[N+](=O)[O-])c1 | 3 | -5 | -3 | -0.7 | 16 | 5 | 5 | 7 | 1
CCc1cc2c(=O)c(-c3nc(C)cs3)coc2cc1OC(C)C(=O)NCCO (stereo not given) | -2 | 0 | 2 | -0.9 | 2 | 19 | 6 | 1 | 2
SMILES | CHRM5 PAM | M5 antag | M5 ag | CRFBP-R2 agonist | M1 PAM | CRFR2-BP antag | M4 PAM | M4 antag | M4 ag
CCCCC1(CC)COC(c2ccccc2)OC1 (stereo not given) | -1 | 7 | 0 | -1.1 | 1 | -4 | 0 | -7 | 1
COc1cc(OC)cc(N(C(=O)C2COc3ccccc3O2)C(C(=O)NC2CCCCC2)c2ccc(O)cc2)c1 (stereo not given) | 3 | 2 | -2 | -1.6 | 6 | 44 | 2 | -9 | 1
O=C(CCN1C(=O)c2ccccc2C1=O)Oc1ccc2ccccc2c1 | 5 | 1 | -2 | 1.9 | 0 | -17 | 0 | 7 | 0
COc1nc(NCCO)nc(Nc2cc(Cl)ccc2OC)n1 | 0 | 0 | 1 | 0.2 | 14 | -4 | -2 | 5 | 1
COc1ccc(CNC(=O)CN(Cc2ccc(C)cc2)C(=O)c2csnn2)cc1 | -6 | 5 | -3 | -1.3 | 10 | 4 | -4 | -1 | 2
Cc1cnc(C(=O)Nc2ccc(C(=O)N3CCCCC3)cc2)cn1 | 8 | 2 | 3 | 0.0 | -8 | 0 | 13 | 2 | 1
CC(C)CCNC(=O)c1ccc2c(SCC(=O)O)c3c(nc2c1)CCC3 | 0 | 1 | -2 | 4.6 | 5 | -2 | 11 | -7 | -1
Cc1cccc(C(=O)Nc2cccnc2Cl)c1 | 1 | 7 | -1 | 1.8 | 3 | -2 | -4 | 2 | 1
Clc1ccc(-n2nnnc2Sc2ncnc3sccc23)cc1 | -12 | -5 | -4 | 8.9 | -3 | 8 | -11 | -1 | 7
